Source: PubChem BioAssay
PMI act = activators of human phosphomannose isomerase; P34949; purified human PMI, coupled resazurin fluorescence, 20 min; active compounds read high; 1 = vehicle control, 0 substrate-free wells; activation factor at 20 µM; 190,000 tested, 0.005% active; AID 1214;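 active = activation factor of 2 or more at 20 µM, relative to plate controls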
G6PDH counter = counter-screen for G6PDH assay hits: L. mesenteroides G6PDH inhibition; Purified L. mesenteroides G6PDH, diaphorase/resazurin coupled fluorescence, 45 min; inhibition, % at 5 µM; 200,000 tested, 0.12% active; AID 1020; in the data active = inhibition above about 50%
Diaph act CS = counter-screen for diaphorase-based assays: diaphorase activators and chemical reducers. Diaphorase/resazurin coupled assay, resorufin fluorescence, 16 min; active compounds read high; 1 = vehicle wells, 0 = NADH-free wells. 190,000 tested, 0.005% active. AID 1229. activation factor at 20 µM;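 active = diaphorase activity raised at least twofold by the compound at 20 µM; inactive = activation factor below 2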
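System – purified diaphorase enzyme from Clostridium kluyveri · Input – enzyme 0.07 U/mL final · Also added – final NADH 0.114 mM, resazurin 0.1 mM · Measured by – fluorescence of resorufin, 544 nm excitation, 590 nm emission · Timing – 16 min enzyme reaction, ambient temperature · Measure – resorufin increase flagging diaphorase activators or reducers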
PPARg SRC3 recr = agonists of human PPARgamma SRC-3 coactivator recruitment. P37231. biochemical PPARgamma/SRC-3 coactivator recruitment assay. activation, % at 8 µM. 200,000 tested, 0.26% active; in the data active = activation above about 23%;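 note: 0% = DMSO and 100% = reference agonist; some compounds past the cut are filed as inactive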
Target sequence (P37231 whole entry, looked up): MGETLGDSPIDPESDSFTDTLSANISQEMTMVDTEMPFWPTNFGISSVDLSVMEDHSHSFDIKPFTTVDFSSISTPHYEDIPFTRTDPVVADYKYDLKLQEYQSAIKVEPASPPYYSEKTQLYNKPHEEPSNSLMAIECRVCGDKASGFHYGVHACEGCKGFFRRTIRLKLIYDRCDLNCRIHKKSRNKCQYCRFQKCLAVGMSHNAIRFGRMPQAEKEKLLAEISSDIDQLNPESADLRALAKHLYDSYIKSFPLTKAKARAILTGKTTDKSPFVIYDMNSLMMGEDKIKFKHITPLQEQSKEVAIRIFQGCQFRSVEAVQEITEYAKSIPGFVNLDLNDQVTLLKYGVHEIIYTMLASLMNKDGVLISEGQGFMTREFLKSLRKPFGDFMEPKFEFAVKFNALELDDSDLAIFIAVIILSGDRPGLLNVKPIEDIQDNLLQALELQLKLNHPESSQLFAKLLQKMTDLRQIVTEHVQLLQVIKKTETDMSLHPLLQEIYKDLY
PPARg SRC2 recr = PPARgamma-driven SRC-2 recruitment agonism. 200,000 tested, 0.34% active. activation, % at 8 µM. AID 1032. PPARgamma LBD-SRC-2 recruitment, biochemical; in the data active = activation above about 22%;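 note: 0% = vehicle and 100% = reference agonist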
ROMK mod = modulators of human ROMK potassium channel. P48048. Tet-inducible ROMK, thallium flux fluorescence; actives lie on both sides. B-score at 10 µM. 130,000 tested, 2% active. AID 1918;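 active = signal ratio slope over the read window, or its plate-corrected B-score, at least 3 SD from the plate mean, either direction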;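 note: B-score of the F/F0 ratio slope over 7 to 12 s after thallium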
Target sequence (P48048 whole entry, looked up): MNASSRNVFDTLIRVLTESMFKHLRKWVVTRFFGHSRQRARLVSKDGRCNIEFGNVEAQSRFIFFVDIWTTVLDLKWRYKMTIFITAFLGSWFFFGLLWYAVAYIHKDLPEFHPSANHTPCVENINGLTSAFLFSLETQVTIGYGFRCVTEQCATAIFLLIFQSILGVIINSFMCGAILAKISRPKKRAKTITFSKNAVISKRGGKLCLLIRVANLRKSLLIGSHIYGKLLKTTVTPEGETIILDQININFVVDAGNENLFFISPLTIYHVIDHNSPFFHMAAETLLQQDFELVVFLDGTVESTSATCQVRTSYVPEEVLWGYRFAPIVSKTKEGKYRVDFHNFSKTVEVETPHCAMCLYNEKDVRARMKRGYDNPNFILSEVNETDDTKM
PPARg SRC-1 ag = promotes SRC-1 coactivator recruitment by human PPARgamma; P37231; 200,000 tested, 0.41% active; PPARgamma-SRC-1 coactivator recruitment biochemical assay; AID 631; activation, % at 8 µM; in the data active = activation above about 19%;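 note: 0% = DMSO and 100% = reference agonist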
PMI act hi M6P = increases human PMI activity with near-saturating mannose 6-phosphate; activation factor at 20 µM; coupled PMI enzyme assay, resazurin fluorescence, 20 min; active compounds read high; 1 = untreated enzyme, 0 = substrate-free blank; 190,000 tested, 0.34% active; P34949; AID 1216;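 active = activation factor of 2 or more at 20 µM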
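Material: human phosphomannose isomerase with PGI, G6PDH, diaphorase coupling enzymes; amount: PMI at 15 ng/mL final; also added: Mannose-6-phosphate 1.0 mM (near-saturating) plus 0.22 mM NADP+; incubation: enzyme reaction with compound 20 min at room temperature; signal: resorufin fluorescence (Ex 544/Em 590 nm) from resazurin via diaphorase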
SRC2 TRFRET art = flags TR-FRET format artefacts in PPARgamma SRC-2 recruitment agonist screen. AID 1049. TR-FRET artefact counter-screen; active compounds read high. TR-FRET ratio at 8 µM. 200,000 tested, 0.4% active; in the data active = TR-FRET ratio above about 2000; note: inactives centre near 1500
Diaph inh CS = diaphorase inhibition or chemical oxidation counter-screen. inhibition, % at 20 µM. 190,000 tested, 0.69% active. diaphorase resazurin-to-resorufin fluorescence, NADH, 16 min; bacterial (C. kluyveri) enzyme, not human;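 active = primary screen inhibition at 20 µM above a set limit, cut at about 50% in these data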;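 note: plate controls were DMSO with full reaction for no effect and wells lacking NADH for full effect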
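controls = No-NADH positive control and DMSO neutral control | system = Clostridium kluyveri diaphorase enzyme | timing = reaction incubation of 16 min at room temperature | signal = resorufin fluorescence 544/590 nm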
S1P3 antag = blocks the human S1P3 receptor; inhibition, % at 4.98 µM; Q99500; 170,000 tested, 0.27% active; CHO S1P3 NFAT-BLA reporter, FRET fluorescence, antagonist mode;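 active = inhibition above the plate cutoff, the mean inhibition of test wells on that plate plus 3 SD, cut at about 28% in these data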;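 note: cells challenged with S1P at its EC80 of 0.8 µM; blue over green emission ratio from cleaved BLA substrate after 4 h stimulation; 0% = S1P-stimulated wells and 100% = unstimulated DMSO-only wells; some compounds past the cut are filed as inactive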
Numbers without * were called inactive; x = no result given.

cpd	compound	PMI act	G6PDH counter	Diaph act CS	PPARg SRC3 recr	PPARg SRC2 recr	ROMK mod	PPARg SRC-1 ag	PMI act hi M6P	SRC2 TRFRET art	Diaph inh CS	S1P3 antag
1	O=C(Cn1nc(-c2ccc(Cl)cc2)ccc1=O)N1CCN(c2ccccc2)CC1	1	-1	0.9	-5	-2	-0.061	-12	0.9	1466	10	-9
2	Cc1ccc(S(=O)(=O)N(C)CC(=O)Nc2cccc3c2CCCC3)cc1	1	-1	0.9	-10	-2	x	6	1	1796	14	x
3	CCN1CCN(C2=NC(=O)/C(=C/c3ccc(C)o3)S2)CC1	1.1	9	0.9	-10	14	-1.1	8	0.8	1849	12	x
4	CNCCCOc1ccc(C)cc1Br	1	8	1	7	-2	-0.21	7	1.1	1651	-1	x
5	CCN(CC)C(=O)c1ccc2c3c(cccc13)C(=O)N(CCc1ccc(OC)c(OC)c1)C2=O	0.9	-19	0.9	-1	5	x	0	0.9	1626	14	-7
6	CSc1ccc(C2NC(=O)c3c(sc4c3CCN(C)C4)N2)cc1 (centres undefined)	0.9	0	1	-1	2	x	1	0.8	1602	-2	-17
7	O=C(c1cccc(C(F)(F)F)c1)C1CCCN(Cc2cccn2-c2ncccn2)C1 (centres undefined)	1	6	1	6	15	-2.3	5	1	1684	1	6
8	CCOc1ccccc1NC(=O)c1nc(-c2ccccc2)oc1C	0.8	5	0.8	2	-3	-0.49	0	0.9	1463	18	2
9	Cc1nn(C)c(C(=O)N2CCOCC2)c1Cl	1.1	7	1.1	4	3	0.46	5	1	1470	-7	2
10	CCOC(=O)N1CCN(C(=O)CCSc2ccccc2)CC1	0.8	5	0.8	14	4	-0.11	6	0.9	1560	17	x
11	Cc1nn(C(=O)N2CCCCC2)c(C)c1CN1C(=O)c2ccccc2C1=O	0.8	9	1	-2	-11	x	8	0.9	1452	4	2
12	CCC(C)N1C(=O)CCC1C(=O)O (centres undefined)	0.9	-2	0.8	-2	3	-8.2*	-7	0.9	1274	22	x
13	Cc1cccc(NC(=O)CSc2nnnn2-c2ccc3c(c2)OCCO3)n1	x	12	x	4	3	-0.098	2	x	1437	x	-6
14	CC(C)C(=O)Nc1c(O)c2ccccc2[nH]c1=O	x	9	x	3	-3	-0.56	-3	x	1553	x	-14
15	Nc1nc(SCC(=O)N2CCCC2)[nH]c(=O)c1NC(=O)c1ccco1	1	-1	1	6	-1	x	-1	1	1484	1	x

Marked active in ROMK mod, among the entries above:
#	smiles	PMI act	PPARg SRC3 recr	PPARg SRC2 recr	ROMK mod	PPARg SRC-1 ag	PMI act hi M6P	S1P3 antag
12	CCC(C)N1C(=O)CCC1C(=O)O (centres undefined)	0.9	-2	3	-8.2*	-7	0.9	x

Carrying on.
cpd	compound	PMI act	G6PDH counter	Diaph act CS	PPARg SRC3 recr	PPARg SRC2 recr	ROMK mod	PPARg SRC-1 ag	PMI act hi M6P	SRC2 TRFRET art	Diaph inh CS	S1P3 antag
16	CC(C(=O)N1CCc2ccccc21)n1cccc1 (centres undefined)	0.9	2	0.8	1	9	-0.55	3	0.9	1538	18	x
17	Cc1ccc(-c2nc(NCCN3CCOCC3)c3ccccc3n2)cc1	1	0	0.9	-1	2	x	5	1	1709	6	26
18	C=CCn1c(SCN2C(=O)c3ccccc3C2=O)nc2ccc(Cl)cc2c1=O	1	1	0.8	-2	5	-1	6	0.9	1673	15	-5
19	Cc1cc(C(F)(F)F)n(-c2nc(C(=O)N/N=C/c3ccc(F)cc3)cs2)n1	1	10	1.1	8	4	x	0	1	1384	-14	x
20	COc1ccc(S(=O)(=O)N(C)c2ccc(C(N)=O)cc2)cc1	1	-1	0.9	3	-4	-0.12	6	1	1413	9	x
21	O=[N+]([O-])C(C1CCS(=O)(=O)C1)C1CCS(=O)(=O)C1 (centres undefined)	1.1	6	0.9	-4	2	0.94	-2	1	1674	7	-7
22	N#Cc1c(-c2ccc(F)cc2)cc(-c2cccnc2)nc1N	1	13	1	3	0	-0.44	4	1	1650	4	-8
23	COc1cc(C(=O)N/N=C/c2sccc2C)cc(OC)c1OC	0.9	3	0.8	-1	2	5.1*	3	0.9	1677	18	26
24	CC(=O)Nc1ccc(C(=O)N/N=C/c2ccccc2OC(=O)c2ccc(Cl)cc2)cc1	0.9	8	0.8	10	4	0.89	10	0.9	1389	20	x
25	CCC(C)Nc1nnnc2c1sc1nc3c(cc12)COC(C)(C)C3 (centres undefined)	1.2	5	0.9	-2	-5	-0.00036	-2	1.1	1469	13	-9
26	CCOC(=O)N1CCN(C(=O)CSc2nc3c([nH]c4ccccc43)c(=O)n2C)CC1	1	-4	1	-5	1	x	-4	1	1397	4	-34
27	COCCOC(=O)c1c(C)n(C)c2ccc(OC(=O)c3ccco3)cc12	0.9	5	0.8	-3	5	0.85	-7	0.9	1438	19	x
28	CCOc1ccc(CN2CCN(Cc3ccsc3)C(CCO)C2)cc1CO (centres undefined)	0.9	7	1	6	11	0.64	-1	1	1705	3	13
29	CCOC(=O)c1sc2cc([N+](=O)[O-])cc(SCC(=O)OC)c2c1N	1.2	12	0.7	3	8	-0.98	9	1.6	1613	34	x
30	O=C(NCCCn1ccnc1)C(=O)NCC(c1cccnc1)N1CCN(c2ccccc2)CC1 (centres undefined)	0.9	21	1	8	6	-0.26	-1	0.9	1581	5	-2
31	O=C(NCCCN1CCOCC1)C(=O)NCc1ccccc1Cl	1.1	5	0.9	-2	-3	x	2	1	1496	7	-7
32	CCOc1ccc(C(CC(=O)O)n2cnnn2)cc1OC (centres undefined)	1.2	9	1	0	2	0.84	5	1	1614	4	-8
33	CCC(C)NS(=O)(=O)c1ccc(OCC(=O)NCc2ccco2)cc1 (centres undefined)	0.9	10	0.9	-4	-7	1.2	0	0.9	1452	10	x
34	Cc1nc(N2CCN(C(=O)c3ccco3)CC2)c2c3c(sc2n1)CCCC3	1	3	0.7	0	-11	x	4	1	1545	34	x
35	Cc1ccc(NCc2ccccc2OCc2ccccc2F)cc1	1	-1	1.1	2	-2	x	0	1.1	1391	-8	x
36	CC1CCCN(c2nc3nonc3nc2N2CCCC(C)C2)C1 (centres undefined)	1	2	0.8	-13	9	-1.3	-2	1	1633	16	x
37	Cc1ccc(S(=O)(=O)N(c2cccc(C(F)(F)F)c2)C2C=CS(=O)(=O)C2)cc1 (centres undefined)	1	-6	0.9	-2	0	-0.01	2	1	1479	10	-13
38	O=c1[nH]c(=O)n(C(c2ccccc2)c2ccccc2)cc1Br	1.4	5	0.9	6	7	0.071	7	1.3	1723	13	-5
39	O=C(Cn1cnc2ccccc2c1=O)Nc1nc2ccccc2s1	1	1	1	0	6	0.49	1	1.1	1543	1	-7
40	CCc1ccc(C(C)NC(=O)/C(C#N)=C\c2cn[nH]c2-c2ccccc2)cc1 (centres undefined)	0.8	5	0.9	6	6	-0.5	-2	0.9	1566	14	x
41	COC(=O)CC1Oc2ccccc2N(Cc2ccc(C)cc2)C1=O (centres undefined)	0.8	12	0.9	-3	0	x	2	0.8	1474	11	11
42	COc1ccc(-n2cnnc2SCCC#N)cc1	0.9	28	0.8	-5	-6	-0.75	5	0.9	1437	16	-37
43	CCc1nnc(NC(=O)CSc2nnc(-c3ccco3)n2CCOC)s1	1.1	3	0.9	-1	3	0.014	4	0.9	1623	10	12
44	COCCn1c(SCC(=O)/C=C2\N(C)c3ccccc3C2(C)C)nnc1-c1ccncc1	1.3	9	0.9	1	-1	-0.43	-4	1.4	1431	13	-10
45	Cc1cc2cc(CN(Cc3ccco3)C(=O)C3CCCCC3)c(=O)[nH]c2cc1C	1	0	0.9	3	0	-0.042	-1	1	1510	8	-26

Exported with values under each structure: 3 of the compounds above
Results follow in this order: PMI act	G6PDH counter	Diaph act CS	PPARg SRC3 recr	PPARg SRC2 recr	ROMK mod	PPARg SRC-1 ag	PMI act hi M6P	SRC2 TRFRET art	Diaph inh CS	S1P3 antag
40	CCc1ccc(C(C)NC(=O)/C(C#N)=C\c2cn[nH]c2-c2ccccc2)cc1 (centres undefined)
  0.8	5	0.9	6	6	-0.5	-2	0.9	1566	14	x
32	CCOc1ccc(C(CC(=O)O)n2cnnn2)cc1OC (centres undefined)
  1.2	9	1	0	2	0.84	5	1	1614	4	-8
38	O=c1[nH]c(=O)n(C(c2ccccc2)c2ccccc2)cc1Br
  1.4	5	0.9	6	7	0.071	7	1.3	1723	13	-5

Additional compounds
cpd	compound	PMI act	G6PDH counter	Diaph act CS	PPARg SRC3 recr	PPARg SRC2 recr	ROMK mod	PPARg SRC-1 ag	PMI act hi M6P	SRC2 TRFRET art	Diaph inh CS	S1P3 antag
46	CCOc1ccc(S(=O)(=O)Nc2ccc(S(=O)(=O)N3CCCCC3)cc2)cc1	0.8	4	0.7	0	14	x	1	0.8	1501	30	x
47	CCOC(=O)CCC(=O)O[C@H]1[C@H](O[C@@H]2[C@@H](C)[C@H](O[C@H]3C[C@@](C)(OC)[C@@H](O)[C@H](C)O3)[C@@H](C)C(=O)O[C@H](CC)[C@@](C)(O)[C@H](O)[C@@H](C)C(=O)[C@H](C)C[C@@]2(C)O)O[C@H](C)C[C@@H]1N(C)C	1.1	9	1	-2	-5	x	6	1	1544	-4	-16
48	CCc1ccc(N(C(=O)Cc2cccs2)C(C(=O)NC2CCCCC2)c2cn(C)nc2C)cc1 (centres undefined)	1	1	0.9	8	4	x	3	1	1481	10	x
49	S=C(NCc1ccc(Cl)cc1Cl)Nc1ccccc1	0.9	18	0.7	23*	3	-0.28	6	0.9	1553	26	22
50	CN(c1ccccc1)S(=O)(=O)c1cccc(NC(=O)c2cc(=O)c3ccccc3o2)c1	1	-6	0.8	-1	4	1.5	1	1.1	1506	17	-16
51	COC(=O)[C@H](CCSC)NC(=O)N1CCN(Cc2ccccc2)CC1	1	0	0.8	9	6	x	7	1	1676	17	-7
52	Fc1ccc2c(c1)C(c1ccncc1)=NNC(c1cccnc1)=N2	0.9	8	0.8	-3	8	x	2	0.9	1553	15	x
53	COCC(=O)Nc1ccc(S(=O)(=O)NCCc2ccccc2)cc1	1	11	1.1	4	16	x	6	1.1	1560	-13	-32

In the list so far, these have a CF3 group.
cpd	compound	PMI act	G6PDH counter	Diaph act CS	PPARg SRC3 recr	PPARg SRC2 recr	ROMK mod	PPARg SRC-1 ag	PMI act hi M6P	SRC2 TRFRET art	Diaph inh CS	S1P3 antag
7	O=C(c1cccc(C(F)(F)F)c1)C1CCCN(Cc2cccn2-c2ncccn2)C1 (centres undefined)	1	6	1	6	15	-2.3	5	1	1684	1	6
19	Cc1cc(C(F)(F)F)n(-c2nc(C(=O)N/N=C/c3ccc(F)cc3)cs2)n1	1	10	1.1	8	4	x	0	1	1384	-14	x
37	Cc1ccc(S(=O)(=O)N(c2cccc(C(F)(F)F)c2)C2C=CS(=O)(=O)C2)cc1 (centres undefined)	1	-6	0.9	-2	0	-0.01	2	1	1479	10	-13

The order is random; about 3.3% have a hit in one of these screens.
